TWEAK-Fn14 inh: inhibitors of TWEAK-Fn14 interaction signaling | TWEAK-stimulated Fn14 reporter cells, luciferase luminescence, 8 h | inhibition, % at 10 µM | 360,000 compounds, 2% hits | AID 1159606; in the data active means inhibition above about 50%
CF NFkB inh: blocks PAF-induced NF-kB reporter in cystic fibrosis cells; KKLEB NF-kB-GFP reporter, GFP fluorescence overnight; inhibition, % at 5 µM; 360,000 compounds, 0.86% hits; AID 588850;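 active means at least 50% inhibition at 5 µM, scaled per plate between neutral and stimulator controls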;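 further: PAF is a Pseudomonas aeruginosa culture filtrate used as stimulus; plate controls were PAF-stimulated DMSO wells for no effect and unstimulated DMSO wells for full effect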
Shn3 inh set2: reduces Shn3 3'UTR luciferase signal in osteoblasts; AID 588674; inhibition, % at 12.5 µM; Clone20 osteoblast Shn3 3'UTR firefly luciferase, 24 h; 360,000 compounds, 0.52% hits;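 active means mean inhibition of at least 75% with every replicate also reaching 75%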;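 further: 0% = median of neutral control wells and 100% = pilot-screen positive control compound; some compounds past the cut are filed as inactive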
C8 TRAIL sens: caspase-8 TRAIL sensitization; NB7+C8 cells + TRAIL, ATPlite viability luminescence; inhibition (viability loss, TRAIL sensitization), % at 10 µM; 360,000 compounds, 1% hits; AID 624354;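 active means compounds causing at least 50% loss of cell viability in the single-dose screen, relative to plate controls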
COUP-TFII inh: blocks human COUP-TFII nuclear receptor | inhibition, % at 8.6 µM | 370,000 compounds, 0.7% hits | P24468 | HEK293T NGFI-A luciferase reporter, luminescence | AID 686940;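 active means inhibition above a per-plate cutoff, mean inhibition of test wells between control levels plus 3 SD, cut at about 38% in these data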;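 further: cells cotransfected with COUP-TFII expression vector driving the NGFI-A reporter; 0% = median of COUP-TF2 test wells and 100% = reporter-only cells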
LRH-1 inv ag: suppresses constitutive activity of human LRH-1; O00482; HEK293T StAR-luciferase reporter, LRH-1 transfected, 24 h; inhibition, % at 3.6 µM; 360,000 compounds, 0.13% hits; AID 602396;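 active means inhibition above the mean inhibition of all tested compounds plus 3 SD, cut at about 73% in these data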;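 further: 0% = DMSO wells and 100% = reporter-only cells lacking LRH-1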
TROY NFkB inh: TROY signaling inhibition. Q293 LMP1-TROYcd NF-kB luciferase reporter, 4 h. inhibition, % at 10 µM. 360,000 compounds, 0.98% hits. AID 1347056;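 active means compounds whose plate-normalised and pattern-corrected inhibition of the luciferase reporter signal at the single screening dose is 50% or more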
EBV LMP1 NFkB: inhibitors of Epstein-Barr LMP1-induced NF-kappaB reporter; inhibition, % at 12.5 µM; LMP1-induced NF-kappaB luciferase reporter cells, luminescence; AID 504558; 350,000 compounds, 0.69% hits; in the data active means inhibition above about 41%;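 further: 0% = neutral control wells and 100% = reference inhibitor control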
NCOA1 inh: inhibits human SRC1 coactivator; inhibition, % at 3.6 µM; HEK293 GAL4-SRC1 luciferase reporter, luminescence; 360,000 compounds, 0.12% hits;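 active means inhibition above the campaign mean plus 3 SD, with each screening campaign given its own cutoff, cut at about 60% in these data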;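 further: 0% = DMSO treated cells and 100% = gossypol at 36 µM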
Target sequence (Q15788 whole entry, looked up, the tested form may be a part): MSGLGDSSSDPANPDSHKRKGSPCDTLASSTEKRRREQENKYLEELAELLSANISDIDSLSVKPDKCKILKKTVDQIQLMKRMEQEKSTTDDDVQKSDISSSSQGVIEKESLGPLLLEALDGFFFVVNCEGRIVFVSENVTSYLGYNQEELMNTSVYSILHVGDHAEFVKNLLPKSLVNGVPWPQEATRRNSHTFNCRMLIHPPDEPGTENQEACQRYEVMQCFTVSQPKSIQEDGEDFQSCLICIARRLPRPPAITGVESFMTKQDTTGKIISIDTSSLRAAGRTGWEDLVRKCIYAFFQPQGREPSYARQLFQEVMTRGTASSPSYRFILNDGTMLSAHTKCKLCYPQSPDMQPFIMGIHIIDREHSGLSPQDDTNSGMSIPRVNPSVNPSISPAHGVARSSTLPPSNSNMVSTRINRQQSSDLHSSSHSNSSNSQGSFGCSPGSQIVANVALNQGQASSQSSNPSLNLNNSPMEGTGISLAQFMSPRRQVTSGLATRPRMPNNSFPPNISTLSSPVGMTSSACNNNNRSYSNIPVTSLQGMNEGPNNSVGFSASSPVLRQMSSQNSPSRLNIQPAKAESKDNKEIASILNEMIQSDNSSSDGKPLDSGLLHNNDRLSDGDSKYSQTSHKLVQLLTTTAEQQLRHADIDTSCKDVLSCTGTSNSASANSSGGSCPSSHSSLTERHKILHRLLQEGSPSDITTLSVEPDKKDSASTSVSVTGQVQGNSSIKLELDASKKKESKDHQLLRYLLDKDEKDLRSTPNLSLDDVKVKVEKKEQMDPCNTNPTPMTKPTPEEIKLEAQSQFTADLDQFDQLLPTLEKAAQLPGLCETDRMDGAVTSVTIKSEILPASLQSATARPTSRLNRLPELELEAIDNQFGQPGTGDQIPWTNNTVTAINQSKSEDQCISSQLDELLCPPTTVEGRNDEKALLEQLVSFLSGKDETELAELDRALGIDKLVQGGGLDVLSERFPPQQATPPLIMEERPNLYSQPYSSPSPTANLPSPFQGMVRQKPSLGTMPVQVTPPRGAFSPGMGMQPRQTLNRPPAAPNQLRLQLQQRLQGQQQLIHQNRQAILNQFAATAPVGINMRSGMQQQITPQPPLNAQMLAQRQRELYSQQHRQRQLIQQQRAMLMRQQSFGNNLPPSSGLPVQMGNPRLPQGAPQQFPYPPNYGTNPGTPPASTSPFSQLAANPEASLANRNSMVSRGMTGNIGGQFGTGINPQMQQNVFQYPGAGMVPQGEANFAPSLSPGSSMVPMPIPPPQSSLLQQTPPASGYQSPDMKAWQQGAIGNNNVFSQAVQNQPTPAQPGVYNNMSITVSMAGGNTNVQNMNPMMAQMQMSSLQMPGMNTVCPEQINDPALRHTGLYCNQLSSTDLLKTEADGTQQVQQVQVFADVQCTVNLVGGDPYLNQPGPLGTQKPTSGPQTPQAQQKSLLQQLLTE
KKLEB cytotox: CF airway cell cytotoxicity counter-screen; 360,000 compounds, 0.36% hits; KKLEB CF airway cells viability, ATPlite luminescence, overnight; stronger effect = lower value; cells stimulated with P. aeruginosa culture filtrate; activity change (cytotoxicity), % at 5 µM; AID 602141;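 active means corrected activity change at or below -50% at 5 µM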
SRC3 inh: human NCOA3 inhibition; Q9Y6Q9; HEK293 GAL4-SRC3 luciferase reporter, luminescence; inhibition, % at 3.6 µM; 360,000 compounds, 0.17% hits; AID 588352;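 active means inhibition above a per-campaign cutoff, the mean of all compounds plus 3 SD, cut at about 60% in these data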;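 further: 0% = DMSO-treated cells and 100% = gossypol-treated cells at 36 µM; higher means less SRC3-driven luciferase light from the GAL4 reporter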
The depositor's hits bear a star; . = no result given. The list is partial (hit frequency here may not be typical).

Start of the listing, in advance, 2 compounds:
molecule	SRC3 inh	NCOA1 inh	COUP-TFII inh	TROY NFkB inh	C8 TRAIL sens	LRH-1 inv ag	TWEAK-Fn14 inh	Shn3 inh set2	KKLEB cytotox	CF NFkB inh	EBV LMP1 NFkB
CC(=O)Nc1c(C#N)c(-c2ccccc2)c(C#N)c(=O)n1-c1ccc(C)cc1	-39	-4	0	4	10	-22	2	0	6	-12	.
O=C(NNC(=O)c1cc2ccccc2cc1O)Nc1ccccc1F	13	-8	10	-96	-4	-17	12	-19	18	-12	12

The whole of this part, repeating the preview:
molecule	SRC3 inh	NCOA1 inh	COUP-TFII inh	TROY NFkB inh	C8 TRAIL sens	LRH-1 inv ag	TWEAK-Fn14 inh	Shn3 inh set2	KKLEB cytotox	CF NFkB inh	EBV LMP1 NFkB
CC(=O)Nc1c(C#N)c(-c2ccccc2)c(C#N)c(=O)n1-c1ccc(C)cc1	-39	-4	0	4	10	-22	2	0	6	-12	.
O=C(NNC(=O)c1cc2ccccc2cc1O)Nc1ccccc1F	13	-8	10	-96	-4	-17	12	-19	18	-12	12
Cc1cccc(-c2cnn(-c3cccc([N+](=O)[O-])c3)c2N)c1	2	-22	-33	-78	-6	-22	-50	-9	1	-29	-15
COc1ccc(S(=O)(=O)N2CCC(C(=O)N[C@@H](C)C(=O)NCc3ccccc3OC)CC2)cc1	6	0	-3	-3	-17	-1	10	-4	7	-13	-2
COc1ccc2c(c1)C(CC(C)=O)N(c1ccc(-c3cccs3)cc1)C(c1ccsc1)=C2 (stereo not given)	.	.	47*	-39	20	38	17	.	.	.	.
COc1ccc(CN(C)C(=O)c2ccc(NS(=O)(=O)c3ccc4[nH]c(=O)[nH]c4c3)cc2)c(OC)c1OC	-1	-1	-6	-10	-4	11	-1	5	-4	12	-7
C=CCNC(=O)CN(c1cccc(Br)c1)S(C)(=O)=O	-8	2	3	11	-15	1	-20	11	3	6	36
NC(=S)COc1ccccc1	14	7	9	27	6	6	6	-3	-7	1	-2
CC(C)(C)c1ccc(COc2ccsc2C(=O)O)cc1	-8	-24	-20	-39	-11	-35	-38	-22	1	-13	-9
OCCN1CCN(c2ncnc3c2ncn3[C@H]2CN(Cc3ccc4c(c3)OCO4)C[C@@H](CO)O2)CC1	14	-2	7	-1	9	22	1	-2	1	-10	.
CC1C(C)C(O)(c2ccccc2)CCN1C (stereo not given)	2	15	6	12	-3	-3	-6	9	1	1	-8
CCOC(=O)c1ccc(NC(=O)CSc2nnc(-c3cccs3)n2CC)cc1	10	9	-13	20	1	2	6	16	11	-6	-3
O=C(O)c1ccc2c(c1)C(=O)N(Cc1ccco1)C2=O	1	0	17	-5	-3	4	8	-3	7	12	-5
COc1ccccc1C1(CC(=O)O)CCOC(C)(C)C1 (stereo not given)	12	9	-8	13	-14	6	-12	-9	3	12	68*
CCc1nnc2n1N=C(c1ccc(Br)cc1)CS2	-4	3	10	0	1	-14	-16	-30	-20	3	0
CCOC1=NN(c2ccc(Cl)cc2)C(=O)/C1=C\N(C)C	23	7	18	22	4	9	1	19	9	-12	9
CCCOc1ccc(N2C(=O)CC(N(CCc3ccccc3)C(=O)c3ccccc3)C2=O)cc1 (stereo not given)	6	5	11	-7	4	-2	-4	-116	-4	0	-36
CN(C)CCOc1ccc2ccccc2c1	-1	3	-3	-58	5	-10	-2	-8	1	-7	-4
c1nc(N2CCCCCC2)c2[nH]cnc2n1	6	17	5	23	-7	0	17	10	3	23	-18
COc1ccc(S(=O)(=O)N(CC(=O)NCc2ccncc2)c2ccc(C)cc2)cc1Br	-5	-6	-9	13	-16	-10	-18	-16	-1	17	-8
COc1ccc(-c2cc(=O)[nH][nH]2)cc1OC	14	-10	10	0	8	6	10	-5	2	7	-1
CCOc1ccccc1C(=O)OCC(=O)NCCNC(=O)COC(=O)c1ccccc1OCC	11	-19	2	-3	-7	6	-2	7	13	10	0
CC1CC(C)CN(C(=O)C(C)N(C)CC(=O)Nc2ccc(F)cc2)C1 (stereo not given)	4	1	-9	8	-8	-6	15	0	-11	-1	2
CCOc1ccc(CCNC(=O)C2CC(C)=CCC2C(=O)O)cc1OCC (stereo not given)	-1	-24	-17	15	6	-6	-4	-8	3	1	-20
CCn1ccnc1CN1CCCC(C(=O)c2ccc3c4c(cccc24)CC3)C1 (stereo not given)	12	11	-5	13	1	4	31	4	-1	0	-3
NN1C(=O)NC(c2ccccc2)(c2ccccc2)C1=O	5	15	-13	-24	-4	2	-2	9	2	4	8
Cc1sc(NC(=S)NC(=O)CCc2ccccc2)c(C(N)=O)c1C	12	9	-46	11	-31	41	-13	-1	-28	50*	-2
C#CCOc1ccccc1/C=C1/C(=O)ON=C1C	-3	-1	-18	-8	-10	7	-2	7	-16	10	0
COC(=O)N[C@H](CC(C)=O)c1cccc(C(F)(F)F)c1	5	-4	-6	-9	-2	16	2	0	-17	4	5
CCOC(=O)c1[nH]c(C)c(C(=O)OCc2c(C)noc2C)c1C	9	6	-14	8	-19	-31	-3	2	-6	-8	3
CCOC(=O)c1ccc(NC(=O)c2nc[nH]c2C(=O)NCc2ccccc2)cc1	-2	-11	-23	4	40	-24	-1	-4	-28	9	-3
CC(=O)NC(C)c1nc2ccccc2n1CC(=O)NC(C)CCc1ccccc1 (stereo not given)	10	-20	10	25	23	-3	4	17	-8	14	4
CC(=O)NNc1cc(=O)c2c(=O)n(C)c(=O)n(C)c2[nH]1	6	4	9	28	7	8	-5	9	1	4	-5
CCOc1ccc(S(=O)(=O)Nc2ccc3c(c2)n(C)c(=O)n3C)cc1	21	-1	20	4	8	40	23	74	-1	-15	-4
Cc1ccccc1-n1c(SCC(=O)NCc2cccs2)nnc1-c1ccncc1	19	-13	22	-35	-10	-6	5	-28	-9	0	1
CCCN1C(=O)c2ccccc2NC1c1ccc(OC)c(CSc2ccccn2)c1 (stereo not given)	9	-8	-5	12	-15	6	-3	1	8	6	-3
COc1ccc(-c2nc3ccccc3n2CCC(C)C)cc1OC	8	-6	-2	-21	2	4	5	-13	9	-11	13
CC(=O)c1ccc(S(=O)(=O)NCC2(N3CCOCC3)CCCCC2)cc1	-25	-20	-14	-18	-1	-15	-15	14	4	4	4
N=P(N1CCOCC1)(N1CCOCC1)C12CC3CC(CC(C3)C1)C2	1	6	15	.	-9	3	81*	3	0	-11	4
CCCCCC(=O)Nc1cc(S(=O)(=O)N2CCOCC2)ccc1N1CCCCC1	10	-1	1	-21	7	-14	-21	-5	11	-8	-13
O=c1cc(CSc2nnnn2-c2ccccc2)nc2nc[nH]n12	8	1	-14	11	9	-4	-5	-4	-7	2	1
O=C(Nc1nc(-c2ccccc2)cs1)NC1CCCCC1	-28	-24	-40	-38	8	-38	9	-18	-3	6	-6
O=C1CCC(=O)N1CNc1ccc(Oc2ccccc2)cc1	1	-11	1	-8	-2	-14	-2	-7	11	-12	-9
CCCNC(=O)C1(C)CCN(Cc2ccc(-c3ccccc3)o2)C1 (stereo not given)	-9	-2	1	23	-4	-10	-2	-8	-4	15	.
Cc1ccc(N2C(=O)CC(Sc3ncccn3)C2=O)cc1C (stereo not given)	-8	-3	0	1	1	18	-17	-5	-4	-10	5
O=C(NCCC1=CCCCC1)c1cc2c(s1)CS(=O)(=O)C2	-30	-45	-9	-36	-1	-67	-26	-54	-8	1	-15
CCN1CCN(Cc2c(OC)ccc3ccccc23)CC1	-7	15	1	4	2	8	-21	-3	-15	6	-2
Cc1ccc(C)c(S(=O)(=O)N(C)Cc2cccs2)c1	2	6	-14	-10	-12	6	-9	6	9	9	4
O=S(=O)(/N=C(\c1ccccc1)N1CCOCC1)c1ccc(Cl)cc1	1	7	8	0	-10	19	11	-15	-6	10	-14
CCC(c1nnnn1-c1ccc2c(c1)OCCO2)N1CCN(c2ccc(C)cc2)CC1 (stereo not given)	.	.	24	21	6	31	39	.	.	.	.
Cc1nn(CC2CC2)c(=O)n1-c1ccc(Oc2ccccc2)cc1	8	-20	-7	11	5	11	-15	-11	6	-16	8
CCCC[C@@H]1CCCO[C@@](C(=O)NCc2cc(C)n(C)n2)(C(F)(F)F)C1	11	0	8	0	-3	18	-6	11	4	1	3
COc1ccc(S(=O)(=O)NNC(=O)c2ccccc2-n2cccc2)cc1	-8	-6	-15	-4	4	-6	7	11	2	0	9
S=C1NC[C@H](CC2CCCCC2)N1CCCCC1CCCCC1	-7	6	-4	-21	7	17	7	-3	-32	1	13
O=C(COC(=O)c1cncc(Br)c1)NC1CCCCC1	1	1	2	9	0	15	-16	-3	-8	13	-2
Cc1cc(CNC(=O)COc2c(F)c(F)cc(F)c2F)c2ccccc2n1	-1	-15	-11	21	-7	-15	5	5	-7	12	-4

(further entries)
molecule	SRC3 inh	NCOA1 inh	COUP-TFII inh	TROY NFkB inh	C8 TRAIL sens	LRH-1 inv ag	TWEAK-Fn14 inh	Shn3 inh set2	KKLEB cytotox	CF NFkB inh	EBV LMP1 NFkB
Cc1cc(-c2ccc(C)c(S(=O)(=O)NCCC(C)N3CCCCCC3)c2)on1 (stereo not given)	14	14	-12	2	12	0	-4	8	4	-10	-15
CCn1nc(C)c(CN2CCCC(CO)(Cc3cccc(Cl)c3)C2)c1C (stereo not given)	20	7	-1	10	14	-15	13	1	0	-20	7
C=CCn1c(NCc2ccccc2OC)nc2ccccc21	-16	-8	-17	-7	-28	-25	-21	-6	0	0	7
CCN(c1ccccc1)S(=O)(=O)c1cccc(C(=O)NCc2cccnc2)c1	16	8	0	-26	2	13	-1	6	-1	16	-2
COC(=O)C1CCN(C(=O)c2cc3c(=O)n4cccc(C)c4nc3n2Cc2ccccc2)CC1	13	-11	-3	-1	-11	-1	-4	15	-13	26	12
CC(C)(C)c1ccc(C(=O)NCCC(=O)Nc2ccc(S(=O)(=O)Nc3nccs3)cc2)cc1	8	-7	-3	2	-5	-32	18	8	8	14	-7
O=S(=O)(c1ccccc1)N1CCN(c2nc(-c3cccnc3)nc3ccccc23)CC1	2	-3	8	-1	18	-4	18	8	5	-19	-7
CCCOc1ccc(C(=O)OCC(=O)c2c(N)n(C)c(=O)n(C)c2=O)cc1OCC	13	18	-11	1	0	7	6	-4	-4	8	9
CCOC(=O)C1C(=O)C=C(c2ccc(Br)cc2)CC1c1ccco1 (stereo not given)	-4	6	17	4	27	-6	19	-15	-12	12	14
CC(=O)c1ccc(N2CCN(C(=O)CCN3C(=S)NC(C)(C)CC3C)CC2)cc1 (stereo not given)	-6	-5	-13	-15	8	7	1	-7	8	-15	-3
Cc1cccc(C)c1N=C1SC(CC(=O)Nc2c(C)cccc2C)C(=O)N1CCc1ccccn1 (stereo not given)	13	2	4	5	8	13	8	12	-12	19	-1
COc1ccc(C(=O)/C=C/Nc2cc(C)ccn2)cc1	-37	-108	-56	6	61*	-152	75*	-16	-16	8	27
Cc1cccc(NC(=O)CCc2ccc(S(=O)(=O)NC3CCCCC3)cc2)c1	26	-6	-1	0	6	1	20	22	0	-10	5

Screening results deposited in PubChem BioAssay by several laboratories.
